M1 ag = human M1 muscarinic receptor agonists, primary screen, Fluo-8 calcium fluorescence, CHO-K1 cells, HTS | activation, % at 3 µM | CHO-K1 hM1, agonist mode; 0% DMSO, 100% acetylcholine EC100 | 360,000 compounds, 0.33% hits | AID 588814, 2011 | Muscarinic acetylcholine receptor M1 (Homo sapiens), P11229;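 active = activation above the run's mean compound activation plus 3 SD, cut at about 16% in these data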;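 note: peak over basal fluorescence ratio within a 140 s kinetic read after compound addition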
CHRM4 agonist = human M4 muscarinic receptor agonists, primary screen, CHO-K1 cells, Fluo-8 calcium fluorescence; Muscarinic acetylcholine receptor M4 (Homo sapiens), P08173; CHO-K1 hM4/Gqi5; vehicle 0%, full acetylcholine response 100%; activation, % at 3 µM; 360,000 compounds, 0.14% hits;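 active = activation above the run mean over all test wells plus 3 SD, cut at about 32% in these data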;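 note: peak over basal fluorescence ratio per well then scaled between controls; 0% = DMSO wells and 100% = acetylcholine at EC100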
Target sequence (P08173 whole entry, looked up): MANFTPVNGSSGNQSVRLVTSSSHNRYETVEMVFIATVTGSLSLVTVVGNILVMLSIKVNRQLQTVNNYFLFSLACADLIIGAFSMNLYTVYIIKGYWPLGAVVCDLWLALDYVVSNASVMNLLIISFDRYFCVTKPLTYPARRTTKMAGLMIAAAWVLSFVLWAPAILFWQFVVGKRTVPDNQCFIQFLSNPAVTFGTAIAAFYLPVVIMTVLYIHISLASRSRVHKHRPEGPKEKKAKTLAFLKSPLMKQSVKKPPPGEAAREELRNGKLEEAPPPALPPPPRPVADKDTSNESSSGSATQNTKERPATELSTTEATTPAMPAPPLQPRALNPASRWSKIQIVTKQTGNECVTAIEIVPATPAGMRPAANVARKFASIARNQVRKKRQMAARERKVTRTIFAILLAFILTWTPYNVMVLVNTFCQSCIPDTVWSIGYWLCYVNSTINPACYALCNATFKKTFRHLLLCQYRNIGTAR
CHRM4 antagonist = human M4 muscarinic receptor antagonists, primary screen, CHO cells, Fluo-8 calcium fluorescence | Muscarinic acetylcholine receptor M4 (Homo sapiens), P08173 | CHO-hM4 cells, ACh EC80 | inhibition, % at 3 µM | 360,000 compounds, 0.73% hits | AID 624125, 2012;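 active = inhibition above its plate's cutoff, the mean inhibition of sample wells plus 3 SD, cut at about 27% in these data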;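 note: 0% = acetylcholine EC80 with DMSO and 100% = DMSO without agonist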
M1 PAM = human M1 muscarinic receptor positive allosteric modulators, primary screen, CHO-K1 cells, Fluo-8 calcium fluorescence, 1536-well; 360,000 compounds, 0.088% hits; Muscarinic acetylcholine receptor M1 (Homo sapiens), P11229; CHO-K1 hM1, ACh EC20; 0% = ACh EC20, 100% = maximal ACh; AID 588819, 2011; activation, % at 3 µM; in the data active = activation above about 19%, passing the limit was not always enough
CHRM1 antagonist = human M1 muscarinic receptor antagonists, primary screen, CHO-K1 cells, Fluo-8 calcium fluorescence, 1536-well; inhibition, % at 3 µM; AID 588852, 2011; CHO-K1 hM1, ACh EC80 antagonist; 360,000 compounds, 1.3% hits; Muscarinic acetylcholine receptor M1 (Homo sapiens), P11229;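 active = percent inhibition above its own plate's cutoff, namely the mean of that plate's compound wells plus 3 SD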;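 note: peak over basal fluorescence ratio during 140 s after agonist addition; 0% = ACh EC80 plus DMSO and 100% = DMSO alone without agonist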
CHRM5 PAM = human M5 muscarinic receptor positive allosteric modulators, primary screen, CHO-K1 cells, Fluo-8 calcium fluorescence | CHO-K1 hM5, ACh EC20 PAM; 0% = ACh EC20, 100% = ACh EC100 | activation, % at 3 µM | 360,000 compounds, 0.3% hits | AID 624038, 2012;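 active = activation above the run cutoff, the mean activation of all test compounds plus 3 SD, cut at about 18% in these data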
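Replicates: One well per compound, no replicates | System: Human M5 receptor in CHO-K1 cells | Benchmarks: Low control EC20 acetylcholine (0%), high control EC100 acetylcholine (100%) | Probe or stimulus: Acetylcholine, EC20 level | Times: Fluo-8 loading 80 min at 37 °C plus 30 min room temperature | Signal: Intracellular calcium via Fluo-8 fluorescence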
M5 antag = human M5 muscarinic receptor antagonists, primary screen, CHO cells, Fluo-8 calcium fluorescence; CHO-hM5 cells, ACh EC80; inhibition, % at 3 µM; 360,000 compounds, 0.59% hits; AID 624040, 2012; Muscarinic acetylcholine receptor M5 (Homo sapiens), P08912;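 active = inhibition above a per-plate cutoff, the mean of that plate's test compounds plus 3 SD, cut at about 27% in these data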;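 note: 0% = acetylcholine EC80 with DMSO and 100% = DMSO without agonist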
M5 ag = human M5 muscarinic receptor agonists, primary screen, CHO-K1 cells, Fluo-8 calcium fluorescence. Muscarinic acetylcholine receptor M5 (Homo sapiens), P08912. CHO-K1 hM5 cells; 0% DMSO wells, 100% maximal acetylcholine response. activation, % at 3 µM. 360,000 compounds, 0.19% hits;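 active = activation above the run's mean over test compounds plus 3 SD, cut at about 23% in these data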;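 note: signal is peak over basal fluorescence ratio across the kinetic read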
TAAR1 agonist = human TAAR1 agonists, primary screen, Fluo-8 calcium fluorescence, CHO RD-HGA16 cells; activation, % at 3 µM; Trace amine-associated receptor 1 (Homo sapiens), Q96RJ0; AID 624467, 2012; vehicle wells 0%, saturating PEA agonist 100%; 360,000 compounds, 0.99% hits;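 active = activation above the mean activation of all test compounds in the run plus 3 SD, cut at about 38% in these data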
Target sequence (Q96RJ0 whole entry, looked up): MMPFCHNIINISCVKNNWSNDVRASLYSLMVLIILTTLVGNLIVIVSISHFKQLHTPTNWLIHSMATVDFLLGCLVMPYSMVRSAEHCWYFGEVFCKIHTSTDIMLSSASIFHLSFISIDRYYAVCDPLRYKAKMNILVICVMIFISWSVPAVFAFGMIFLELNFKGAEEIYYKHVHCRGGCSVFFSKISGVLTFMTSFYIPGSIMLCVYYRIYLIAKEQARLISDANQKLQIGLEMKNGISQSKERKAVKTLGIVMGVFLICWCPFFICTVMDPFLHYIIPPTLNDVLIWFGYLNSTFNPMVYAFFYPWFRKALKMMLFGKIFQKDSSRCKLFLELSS
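Signal – calcium-sensitive Fluo-8 signal, excitation 470-495, emission 515-575 nm · System – RD-HGA16 (CHO) cells co-expressing Gα16 and hTAAR1 · Incubation – 17-24 h seeding, 75 min 37 °C dye, 30 min RT · Compound dosing – 3 µM single concentration · Repeats – no replicates (n 1)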
* = called active by the depositor; · = no result given. Only part of the results is shown. The share of hits here may be higher or lower than overall.

SMILES	M1 ag	CHRM4 agonist	CHRM4 antagonist	M1 PAM	CHRM1 antagonist	CHRM5 PAM	M5 antag	M5 ag	TAAR1 agonist
Cc1cc(SCC2=NNC(=O)C2)c(Cl)cc1Cl	-4	1	-4	10	-14	8	-2	-2	2
CCOC(=O)c1sc(NC(C)=O)nc1C	-1	0	-8	-3	-15	-4	4	2	11
CC[C@@H]1C(c2ccccc2)=NN(c2ccccc2)[C@H]1C(=O)N1CCOC1=O	-3	1	-30	3	-8	0	-11	0	-1
CCOC(=O)c1c(C)[nH]c(C)c1C(=O)COC(=O)c1cccc(C)c1O	-9	4	-12	-3	4	-11	6	-3	6
COc1ccc(CNCC(O)COc2ccc(C)cc2[N+](=O)[O-])cc1 (stereo unspecified)	-2	3	-2	12	-18	9	-8	0	10
CC1CCC(NC(=O)CN2C(=O)NC(C)(C)C2=O)CC1 (stereo unspecified)	-3	1	3	9	-9	2	4	2	0
Cn1nc(C(F)(F)F)c2cc(C(=O)Nc3ccc(F)c(Cl)c3)sc21	1	0	9	4	-11	0	8	2	20
Cc1cc(C)c(NC(=O)c2ccccc2N(C)S(C)(=O)=O)c(C)c1	-2	1	-19	7	-8	3	-11	-2	8
CCCCc1cc(=O)oc2cc(C)cc(OC(C)C(=O)NC(Cc3c[nH]c4ccc(O)cc34)C(=O)O)c12 (stereo unspecified)	-3	-1	0	-2	-5	1	1	2	-1
COc1ccc(C(=O)N2CCN(S(=O)(=O)c3cc(Cl)ccc3OC)CC2)cc1	-1	2	-8	-2	-14	-3	3	-4	2

Grouped by structure: those above with a Cl atom (3)
SMILES	M1 ag	CHRM4 agonist	CHRM4 antagonist	M1 PAM	CHRM1 antagonist	CHRM5 PAM	M5 antag	M5 ag	TAAR1 agonist
Cc1cc(SCC2=NNC(=O)C2)c(Cl)cc1Cl	-4	1	-4	10	-14	8	-2	-2	2
Cn1nc(C(F)(F)F)c2cc(C(=O)Nc3ccc(F)c(Cl)c3)sc21	1	0	9	4	-11	0	8	2	20
COc1ccc(C(=O)N2CCN(S(=O)(=O)c3cc(Cl)ccc3OC)CC2)cc1	-1	2	-8	-2	-14	-3	3	-4	2

In a second layout: entries from further up.
smiles | M1 ag | CHRM4 agonist | CHRM4 antagonist | M1 PAM | CHRM1 antagonist | CHRM5 PAM | M5 antag | M5 ag | TAAR1 agonist
COc1ccc(CNCC(O)COc2ccc(C)cc2[N+](=O)[O-])cc1 (stereo unspecified) | -2 | 3 | -2 | 12 | -18 | 9 | -8 | 0 | 10
CC1CCC(NC(=O)CN2C(=O)NC(C)(C)C2=O)CC1 (stereo unspecified) | -3 | 1 | 3 | 9 | -9 | 2 | 4 | 2 | 0
Cn1nc(C(F)(F)F)c2cc(C(=O)Nc3ccc(F)c(Cl)c3)sc21 | 1 | 0 | 9 | 4 | -11 | 0 | 8 | 2 | 20
Cc1cc(C)c(NC(=O)c2ccccc2N(C)S(C)(=O)=O)c(C)c1 | -2 | 1 | -19 | 7 | -8 | 3 | -11 | -2 | 8
CCCCc1cc(=O)oc2cc(C)cc(OC(C)C(=O)NC(Cc3c[nH]c4ccc(O)cc34)C(=O)O)c12 (stereo unspecified) | -3 | -1 | 0 | -2 | -5 | 1 | 1 | 2 | -1
COc1ccc(C(=O)N2CCN(S(=O)(=O)c3cc(Cl)ccc3OC)CC2)cc1 | -1 | 2 | -8 | -2 | -14 | -3 | 3 | -4 | 2

(further entries)
SMILES	M1 ag	CHRM4 agonist	CHRM4 antagonist	M1 PAM	CHRM1 antagonist	CHRM5 PAM	M5 antag	M5 ag	TAAR1 agonist
COc1ccc(C2N(c3ccc(OC)cc3)C(=S)N3CCCN23)cc1 (stereo unspecified)	-8	0	-4	7	-6	2	-3	-3	-3
Cc1cccc(NC(=S)N(Cc2ccc(Br)cc2)Cc2ccc(C(=O)O)cc2)c1	-7	0	6	2	-1	2	7	-3	0
O=C(N/N=C/c1ccc(COc2ccc(Br)cc2)o1)c1ccco1	-6	1	-10	4	-6	-3	-5	-2	3
O=C(O)c1cn[nH]c1-n1cnnn1	-4	0	-1	9	-2	2	-1	1	19
O=C(OCn1nnc2ccccc2c1=O)c1ccc2ccccc2n1	-2	1	-4	1	-16	7	2	0	14
O=C(N/N=C/c1cccc([N+](=O)[O-])c1)c1cccc2cc[nH]c12	-8	1	5	9	-3	-10	9	-4	0
Cn1ccc(C(=O)Nc2ccc(Br)cc2Br)n1	-4	-1	-3	4	-10	2	0	-5	0
CCN(CC(=O)Nc1ccc(OC)cc1)C(=O)Cc1ccc(OC)c(S(=O)(=O)N2CCOCC2)c1	-3	2	-5	-1	-1	-14	3	-4	1
CCN1CCN(S(=O)(=O)c2c(C)cc(C)cc2C)CC1	-9	0	6	17	-22	6	10	-6	3
COc1ccc(N(C2CSC2)S(=O)(=O)c2ccccc2)cc1	-8	-1	9	-3	-16	-3	5	-6	-4
O=Nc1c(O)n(Cc2cccc(Cl)c2)c2ccccc12	20*	-3	2	26*	-17	13	-12	3	10
CC1=C(C(=O)OCC2CCCO2)C(c2ccsc2)C2=C(CCCC2=O)N1 (stereo unspecified)	-1	1	-8	14	6	-2	9	5	2
CCOC(=O)C1CCCN(C(=O)Cn2cccc2C(=O)c2ccccc2)C1 (stereo unspecified)	5	1	4	2	0	3	-8	1	2
COC(=O)/C(C#N)=C/c1c(Oc2cccc(C)c2C)nc2ccccn2c1=O	-2	1	3	5	-8	-1	8	-1	0
CCOC(=O)NCC(C#CCN(CC)CC)N(CC)CC (stereo unspecified)	-5	0	0	0	-2	-1	4	-2	5
COc1cccc(CNC(=O)CN2C(=O)COc3ccc(S(=O)(=O)N4CCCCC4)cc32)c1	0	1	-3	21	-17	-3	1	-4	1
COc1ccc(N(CC(=O)NCc2ccc(F)cc2)C(=O)CCC(=O)Nc2ccccn2)cc1	-2	0	-6	4	-2	5	-1	0	-5
Cc1c(NC(=O)CSc2ccccn2)c(=O)n(-c2ccccc2)n1C	-3	1	1	-1	-20	-4	0	-6	3
CC(c1ccccc1F)n1cc(C(=O)NCCCn2ccnc2)nn1 (stereo unspecified)	-6	0	3	1	-5	-1	7	-5	2
Cc1cccc(NC(=S)NCC23C=CC(O2)C2C(=O)N(c4ccc(Cl)cc4)C(=O)C23)c1 (stereo unspecified)	-2	3	-5	5	-3	-3	-5	-1	3
O=C(NCCCN1CCCCC1)C1CCCN(c2ncnc3c2nc2n3CCCCC2)C1 (stereo unspecified)	-5	-1	1	-3	5	1	14	-7	0
Oc1ccccc1Oc1ncc(Br)c(N2CCOCC2)n1	-6	1	40*	-23	84*	-23	11	-8	10
COC(=O)C[C@H]1c2cc(C(F)(F)F)ccc2S(=O)(=O)N1Cc1ccc(OC)cc1	-4	6	8	2	7	-2	1	5	10
CCOC(=O)c1ccc(NC(=O)C(=O)NCC2(c3ccc(OC)cc3)CCOCC2)cc1	-2	3	3	4	-8	1	6	3	6
O=C(CCNS(=O)(=O)c1ccc(Br)s1)Nc1ccc(Cl)cc1	-3	14	5	-2	2	-3	-2	5	12
COc1ccc(-c2cc(C(=O)Nc3ccc(Cl)cc3Cl)c3ccccc3n2)cc1OC	-10	2	-12	4	0	10	-8	-4	2
O=C(Cc1ccccc1)NCC(=O)N1CCC1	-9	2	7	2	-5	-2	9	-2	-2
CCn1c(SCC(=O)Nc2ccc(NC(C)=O)cc2)nc2c([nH]c3ccccc32)c1=O	-3	0	-4	7	-10	-4	11	-5	1
CN(C(=O)c1cccc(NC(=O)Cc2cccc(NC(=O)C3CCN(C(=O)C4CCCCC4)CC3)c2)c1)C1CC1	1	2	-21	12	-11	5	-13	-2	-1
CCCNS(=O)(=O)c1ccc(OCC(=O)OC)cc1	-4	0	-5	5	-6	3	-5	2	1
CC(=O)n1cc(C(C[N+](=O)[O-])SCCN)c2ccccc21 (stereo unspecified)	-4	1	-2	5	-2	4	2	4	·
CCC(SC1=N/C(=C/c2ccccc2)C(=O)N1c1ccccc1)C(=O)Nc1cc(C)on1 (stereo unspecified)	-3	-2	13	-3	5	-7	8	-4	2
Cc1nn(C)c(NC(=O)c2ccccc2Cl)c1Cl	-4	1	2	3	-12	-1	2	-5	4
Cc1nccn1CCCNC(=O)C1CCC(=O)N(Cc2ccccc2F)C1 (stereo unspecified)	-5	0	3	-1	4	-4	20	-5	0
O=C(C[n+]1ccccc1)N/N=C/c1c(F)cccc1Cl	-10	2	0	9	-14	-3	2	-4	0
NNC(=O)CCn1c2ccccc2c2ccccc21	-5	1	-5	8	-12	4	0	-2	9
CC1CCCCN1S(=O)(=O)c1ccc(S(=O)(=O)N2CCN(C)CC2)cc1 (stereo unspecified)	-11	2	-2	-6	8	0	-2	-1	-1
CCOc1ccc(N(CC(=O)NC2CCCCC2)S(=O)(=O)c2c(C)noc2C)cc1	-4	5	-5	-1	4	-12	1	0	2
O=C(COC(=O)c1ccc(Cl)nc1)NC1CCCc2ccccc21 (stereo unspecified)	0	6	-8	1	-3	0	2	2	0
O=C(NC1CCCC1)C(c1ccsc1)N(Cc1ccco1)C(=O)Cc1cccs1 (stereo unspecified)	9	3	9	-4	-27	-9	-3	-3	1
CC(C(=O)NC(C)(C)C)N(Cc1cccs1)C(=O)CCN1CCc2ccccc21 (stereo unspecified)	-5	5	9	-3	5	-7	16	-1	4
COc1cc2c(C)nc3onc(-c4ccccc4)c3c2cc1OC	-4	1	-4	9	-7	3	1	-6	6
CCN(CC)c1ccc(NC(=O)Nc2cccc(C(C)=O)c2)cc1	3	28	22	-15	4	-11	10	3	22

Source: PubChem
